Compound activity deposited in PubChem BioAssay by several laboratories.
STAT1 blocker: inhibitors of IFN-gamma induced STAT1 signaling; inhibition, % at 5.5 µM; NIH 3T3 STAT1-luciferase reporter, luminescence; 200,000 tested, 0.35% active;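 active means inhibition above a set limit, the mean inhibition across all tested compounds plus 3 SD, cut at about 34% in these data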;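 further: 0% = IFN-gamma with DMSO and 100% = IFN-gamma with 300 µM nifuroxazide; values of inactives mirror those of a sister screen read the other way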
RAM network inh: inhibitors of the yeast RAM network. S. cerevisiae dse1pr::URA3 reporter, 5-FOA growth OD615, 2 d; analog-sensitive cbk1-as2 kinase mutant strain. inhibition, % at 50 µM. 190,000 tested, 1.8% active;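 active means inhibition above a set limit, 3 SD over mean compound inhibition, cut at about 8.4% in these data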;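 further: 0% = DMSO-only wells with no growth and 100% = 10 µM 1-NA-PP1 full growth; inhibition rescues growth on 5-FOA so higher OD means more RAM inhibition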
Hsp70 act: Hsp70 transcriptional activation, primary screen | activation, % at 10 µM | 200,000 tested, 0.04% active | HeLa Hsp70 promoter luciferase reporter, luminescence; scaled: vehicle 0, proteasome-inhibitor control 100%;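 active means activation above the mean across all tested compounds plus 3 SD, cutoff set per campaign, cut at about 5.5% in these data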;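 further: 100% = MG132 at 30 µM as the positive control and 0% = DMSO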
NF-kB neuron act: compounds increasing NF-kB expression in human neuronal cells | NF-kB reporter expression; active compounds read high | fold change at 12.5 µM | 190,000 tested, 1.6% active; in the data active means fold change above about 3.3
APP 5UTR inh: APP translation inhibition; SH-SY5Y APP 5'UTR-luciferase reporter, luminescence; 190,000 tested, 0.82% active; inhibition, % at 2 µM; AID 1285;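 active means inhibition above a set limit, derived from the sample mean plus 3 SD, cut at about 45% in these data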; further: values of inactives mirror those of a sister screen read the other way
STAT3 blocker: reduces IL-6 driven STAT3 reporter signal | U3A cells, IL-6 STAT3-luciferase reporter, luminescence; host cell line lacks STAT1 | inhibition, % at 5.5 µM | 190,000 tested, 0.89% active | AID 862;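 active means inhibition above the mean inhibition across all screened compounds plus 3 SD, cut at about 44% in these data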;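 further: 0% = DMSO only wells and 100% = 100 µM nifuroxazide control wells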
STAT1 activator: activators of IFN-gamma induced STAT1 signaling | NIH 3T3 STAT1-luciferase reporter, luminescence; 100% = IFN-gamma alone, no compound | activation (% of control), % at 5.5 µM | 200,000 tested, 2.6% active | AID 932;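 active means activation above the screen-wide mean activation plus 3 SD, cut at about 130% in these data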;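 further: raw ratio to IFN-gamma control signal so 100% means no change and 0% no light; values of inactives mirror those of a sister screen read the other way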
STAT3 activator: increases IL-6 driven STAT3 reporter signal; U3A cells, IL-6 STAT3-luciferase reporter, luminescence; 100% = signal with IL-6 EC80 alone; activation (% of control), % at 5.6 µM; 190,000 tested, 0.91% active; AID 871;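 active means activation above the screen-wide mean of compound activation plus 3 SD, cut at about 130% in these data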;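 further: 0% = background luminescence of wells with medium and substrate only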
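Test system: STAT3-luciferase reporter U3A cells; Detection: reporter luminescence signal; Times: 1 h compound pre-exposure, 6 h IL-6 stimulation, 37 °C; Benchmarks: IL-6-only high control; Also added: IL-6 stimulus at 33 ng/mL final.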
APP 5'UTR act: APP 5'UTR luciferase reporter activation | SH-SY5Y APP 5'UTR luciferase reporter, luminescence; zero percent = DMSO vehicle wells | activation, % at 2 µM | 190,000 tested, 1% active | AID 1276;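 active means activation above a set limit, based on mean plus 3 SD of controls, cut at about 140% in these data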; further: values of inactives mirror those of a sister screen read the other way
FLuc inh counter: Photinus pyralis luciferase inhibition counter-screen. AID 1006. P08659. ATPLite firefly luciferase biochemical luminescence, 10 min. inhibition, % at 10 µM. 200,000 tested, 1.5% active;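 active means inhibition above about 50% when tested at 10 µM, limit read from the data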
Target sequence (P08659 whole entry, looked up): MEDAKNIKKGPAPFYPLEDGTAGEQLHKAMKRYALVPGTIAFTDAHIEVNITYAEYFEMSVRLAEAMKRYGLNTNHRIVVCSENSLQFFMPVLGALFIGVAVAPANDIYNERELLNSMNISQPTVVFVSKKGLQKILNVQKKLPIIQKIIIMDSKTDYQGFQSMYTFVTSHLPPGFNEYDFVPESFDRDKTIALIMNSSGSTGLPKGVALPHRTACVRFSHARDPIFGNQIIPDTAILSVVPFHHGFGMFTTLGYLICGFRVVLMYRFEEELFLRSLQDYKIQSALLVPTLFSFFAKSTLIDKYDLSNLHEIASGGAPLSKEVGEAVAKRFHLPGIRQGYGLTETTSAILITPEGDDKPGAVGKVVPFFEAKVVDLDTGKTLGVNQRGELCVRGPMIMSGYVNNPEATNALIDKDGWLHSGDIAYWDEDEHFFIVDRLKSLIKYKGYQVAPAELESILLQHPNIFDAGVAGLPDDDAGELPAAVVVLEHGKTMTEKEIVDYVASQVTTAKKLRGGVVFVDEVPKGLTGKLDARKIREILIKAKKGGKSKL
Active calls of the source: *; . = no result given. This is a random part of the collection. Share with any hit: about 7.7%.

Order of results – STAT1 blocker	RAM network inh	Hsp70 act	NF-kB neuron act	APP 5UTR inh	STAT3 blocker	STAT1 activator	STAT3 activator	APP 5'UTR act	FLuc inh counter
> CC(=O)Nc1ccc(S(=O)(=O)NCC(=O)OCC(=O)N2CCc3ccccc32)cc1
    4	1.1	-0.1	1.1	-14	-29	96	128	14	-4
> COc1ccc(/C=C\c2cc(OC)c(OC)cc2CC[N+](C)(C)C)cc1OC
    3	1.0	-0.3	1.1	-17	8	96	96	17	2
> COc1cc(Cl)c(C)cc1NC(=S)NN
    4	0.1	0.1	1	14	3	95	100	-14	-3
> CSc1ccc(S(=O)(=O)NCc2ccc(Cl)cc2)cc1
    -3	1.0	0.0	1	-16	-7	102	107	16	-6
> CC1(C)Oc2ccc(C(=O)NC3CCCC3)cc2N(CC(=O)N2CCOCC2)C1=O
    5	1.2	-0.2	1.1	-12	14	95	90	12	-1
> Cc1cc(C)cc(C(=O)Oc2coc(CSc3nnc(NC(=O)C4CC4)s3)cc2=O)c1
    -4	-0.6	-0.3	1.3	6	-1	103	99	-6	-3
> Cc1ccc2nsnc2c1NC(=O)COc1ccccc1
    -4	0.9	0.0	1.1	-3	8	103	104	3	1
> CCOc1ccccc1Nc1ccc(C(=O)O)cc1NC(C)=O
    16	-0.7	-0.2	0.81	-3	7	84	99	3	-2
> COc1ccc(N2CCN(C(=O)c3ccc(N(C)S(=O)(=O)c4ccc(C)cc4)cc3)CC2)cc1
    9	-0.5	-0.2	.	-12	16	92	91	11	-4
> COc1ccccc1OCCCCN1CCN(c2ccccc2OC)CC1
    13	1.1	-0.2	0.97	0	18	88	87	-1	-4
> Brc1ccc(-c2cn3cccnc3n2)cc1
    -28	0.7	0.2	1.7	-11	9	126	95	11	41
> COCCNC(=S)N1C2CCC1CC(NC(=O)NC13CC4CC(CC(C4)C1)C3)C2 (configuration not stated)
    10	2.1	-0.3	1.1	9	12	91	98	-9	-4
> CN1CCN(c2nc(-c3ccccn3)nc3ccccc23)CC1
    -3	1.8	-0.1	1.1	11	4	103	98	-11	-3
> COc1ccc(N=Cc2c[nH][nH]c2=O)cc1
    1	-1.2	-0.5	1.1	-3	2	99	99	3	1
> CSCC[C@H](NC(=O)c1cc([N+](=O)[O-])ccc1Cl)c1nc2ccccc2[nH]1
    -4	0.0	-0.6	1.1	-9	-19	104	120	9	-1
> CCCSc1cc(=O)n(-c2ccccc2)nc1C(=O)O
    18	-0.1	-0.2	1.1	-14	4	82	103	14	1
> COc1ccc(C(=O)NC(=S)N2CC(C)OC(C)C2)cc1 (configuration not stated)
    8	0.8	-0.4	1.2	5	8	93	93	-5	-9
> Cc1cc[n+](CC(=O)c2ccc3c(c2)OCCO3)cc1
    -1	0.5	-0.5	0.93	-2	13	101	86	2	-3
> COc1cccc(NC(=O)c2ccccc2-c2nc(-c3ccc(Cl)cc3)no2)c1
    -4	4.4	0.0	0.56	-16	1	103	103	16	1
> Cc1cccc(-n2ncc3c(NCCCN4CCCC4=O)ncnc32)c1
    -25	2.6	0.0	1.4	-42	13	123	92	42	8
> CCN(CC)C(=O)COc1ccc(/C=C(\C#N)S(=O)(=O)c2ccccc2)cc1OC
    -5	7.4	-0.3	1.1	7	5	105	104	-7	-8
> Cc1c(NC(=O)CN2C(=O)NC(C)(c3ccccc3Cl)C2=O)c(=O)n(-c2ccccc2)n1C (configuration not stated)
    -2	3.4	-0.3	1.2	-6	-2	101	103	6	-3
> CCN(CCNS(=O)(=O)c1ccc2c(c1)oc(=O)n2C)c1ccccc1
    -5	0.9	-0.2	1.1	-2	-3	105	110	2	-2
> CCOC(=O)c1oc2cccc(O)c2c1CN(Cc1ccccc1)C(C)=O
    2	6.5	-0.2	0.71	12	-4	98	106	-12	-4
> COC(C(=O)NC1CCCCCCC1)c1ccccc1 (configuration not stated)
    1	1.2	-0.4	1.4	-4	-6	98	106	4	-3
> Cc1nc(NC(=O)/C=C/c2ccc(F)cc2)sc1C(=O)N(C)C
    -5	1.1	-0.2	1.4	13	22	105	84	-13	3
> C[n+]1cccc(C(=O)NCC2CCCO2)c1 (configuration not stated)
    16	2.1	-0.2	1.2	-16	0	86	105	16	-5
> CCOC(=O)CSc1nnc(Cc2ccc(OC)cc2)n1-c1ccccc1
    -7	1.5	0.4	1.3	-22	-7	107	106	22	-4
> O=C(Nc1cccc2c1CCCC2)c1ccc(Cl)c([N+](=O)[O-])c1
    -4	2.7	0.1	1.1	2	-7	104	105	-1	-21
> CCCn1nnc2ccccc2c1=O
    -2	0.3	-0.2	1.2	-1	10	102	98	1	-1
> Cc1[nH]nc2c1C1(CCOCC1)C(C#N)=C(N)O2
    -4	1.4	-0.3	0.94	12	5	104	102	-12	-6
> COC(=O)CC1COc2ccccc2N1C(=O)c1cccc(Cl)c1 (configuration not stated)
    7	1.3	-0.3	1.1	-1	-11	94	114	1	-1
> O=C(c1cccs1)N1N=C(c2ccccc2)CC1c1ccccc1 (configuration not stated)
    0	4.7	-0.1	1.2	1	3	90	106	-1	-9
> COC(=O)[C@@]1(Cc2ccc(F)cc2)[C@H]2c3cc(C(=O)N(C)C)n(C[C@H](O)CO)c3C[C@H]2CN1C(=O)c1ccccc1
    1	0.4	-0.1	1.1	-2	1	99	97	2	-6
> CCCCOc1ccccc1NC(=O)Cn1c(-c2nonc2N)nc2ccccc21
    6	4.5	-0.1	1.4	90*	-3	93	108	-90	-10
> O=P(OCC1CC1)(c1ccccc1)c1ccccc1
    -6	0.7	0.1	0.91	10	-5	106	102	-10	-8
> COc1ccccc1N1CCN(C(=O)c2ccncc2)CC1
    23	2.1	-0.4	1.1	-3	1	79	103	3	-3
> CCOC(=O)CCSc1nc(C)c2cc(C)c(C)cc2n1
    -2	-2.0	-0.2	1.4	-30	15	100	90	30	-1
> CCCCOC(=O)C(C#N)c1nc2ccccc2nc1N1CCN(Cc2ccc3c(c2)OCO3)CC1 (configuration not stated)
    9	0.3	0.0	1.1	4	2	92	99	-5	-5
> O=C(O)c1ccccc1SCc1cn2cc(Br)ccc2n1
    -2	-0.6	-0.1	1.1	-10	7	100	103	10	15
> CCOc1cc(/C=N/NS(=O)(=O)c2ccccc2)ccc1OS(=O)(=O)c1ccc(C)cc1
    2	1.2	-0.1	0.86	-12	-2	98	109	12	-4
> Cc1ccc(-c2c3c(nc4sc(C(N)=O)c(N)c24)CCCC3)o1
    -2	-0.9	-0.6	0.81	-3	9	102	95	3	-2
> CCCCNS(=O)(=O)c1ccc(NC(=O)C(Sc2ccccc2)c2ccccc2)cc1 (configuration not stated)
    9	14*	-0.5	0.57	-5	-14	92	109	5	-1
> COc1cc(CC(=O)Nc2cc(S(C)(=O)=O)ccc2Cl)cc(OC)c1OC
    1	1.2	-0.3	0.86	0	4	99	103	0	-2
> c1cnc(-c2noc(CN3CCN(C4C5CC6CC(C5)CC4C6)CC3)n2)cn1 (configuration not stated)
    -6	1.0	-0.2	1.2	-4	-2	104	106	4	-3
> COc1ccc(N2CCN(CC(=O)Nc3c(C)cc(C)cc3C)CC2)cc1
    -2	0.8	-0.2	0.85	6	14	102	91	-6	-3
> COc1c(C)cc(Br)cc1C(=O)Nc1ccc(S(N)(=O)=O)cc1
    -6	2.4	-0.3	0.71	-15	2	104	102	15	-5
> Cc1ccc(Nc2c(-c3cccnc3)nc3ccc(Br)cn23)cc1
    -14	3.0	-0.2	1.2	1	6	112	96	-1	-2
> CC1Oc2ccccc2N(CC(=O)c2ccccc2)C1=O (configuration not stated)
    -1	1.2	-0.2	1.4	-2	12	101	98	2	-4
> CC(C)(C)NC(=O)C1CC(=O)OC12CCCCC2 (configuration not stated)
    -4	3.3	-0.5	0.9	-3	-1	103	104	3	-6
> O=C(NCCO)C1CCN(C(=O)c2ccc(-c3ccccc3)cc2)CC1
    2	-0.7	-0.3	1.1	-5	7	96	97	5	-1
> COc1ccc(S(=O)(=O)N2CCC(C(=O)N3CCCC3)CC2)cc1
    8	0.8	0.0	0.97	-5	6	93	98	5	-5
> CCOCC(=O)Nc1c(C(=O)Nc2ccc(OC)cc2OC)oc2ccccc12
    -8	11*	-0.4	1.3	0	15	108	91	0	-1
> O=C(CCc1ccccc1)OCC(=O)c1cccc([N+](=O)[O-])c1
    -1	1.5	-0.4	1.1	4	-4	100	104	-4	-5
> Nc1ccc(SCCN2C(=O)c3ccccc3C2=O)cc1
    -31	1.8	0.7	1.5	6	5	129*	99	-6	3
> CCC(=O)Nc1cc(C)c(OC)c(C)c1
    -2	0.8	-0.2	1.1	-4	8	100	97	4	-2
> O=C(Cn1c2c(sc1=O)C1c3ccccc3OCC1CS2)Nc1ccc(Cl)c(Cl)c1 (configuration not stated)
    5	6.5	-0.2	1.4	6	7	95	98	-7	-4
> Cc1ccc(CSCC(=O)Nc2ccccc2F)cc1
    -14	-0.1	0.2	1.3	-21	6	112	98	21	-3
> Cc1cc(N2CCOCC2)nc(C(C)C)n1
    -4	0.0	-0.4	1.1	-15	9	103	94	15	-5
> O=C(CSc1nnc(-c2cccs2)n1-c1ccccc1)Nc1ccccc1
    4	2.9	-0.4	1.3	9	3	96	104	-9	5

Additional results.
Order of results – STAT1 blocker	RAM network inh	Hsp70 act	NF-kB neuron act	APP 5UTR inh	STAT3 blocker	STAT1 activator	STAT3 activator	APP 5'UTR act	FLuc inh counter
> CCc1c(C)nc2cc(-c3ccc(OC)c(OC)c3)nn2c1NCC1CC1
    5	-0.7	-0.1	0.5	.	12	96	89	.	-3
> CCCCC(CC)CN1C(=O)/C(=C/c2ccncc2)SC1=S (configuration not stated)
    2	-1.1	-0.2	1.3	-17	-3	98	109	17	0
> Cc1cc(C)c(NC(=O)CN(C2CCCCC2)C2CCCCC2)c(C)c1
    -6	0.3	-0.1	0.78	.	4	105	102	.	-2
> Cc1ccc(-c2nc3cnccn3c2Nc2ccccc2)o1
    .	0.3	.	1.8	-28	.	.	.	28	-5
> COc1ccc(-c2cn3c(C)c(C(=O)Nc4ccncc4)sc3n2)cc1
    6	2.4	-0.3	0.54	-17	38	95	73	17	-3
> CCn1nc(-c2ccccc2)c2nc3ccccc3nc21
    5	7.4	-0.3	0.84	.	17	95	91	.	-10
> COc1ccc(-n2c(SCC(N)=O)nnc2-c2ccccc2F)cc1
    0	0.7	-0.2	1.1	-17	6	100	97	17	-4
> Cn1c(SCC(=O)N2CCCCCC2)nc2c([nH]c3ccccc32)c1=O
    -2	3.2	-0.3	1.4	-5	0	102	103	5	-5
> COc1ccc(-c2ccc(S(=O)(=O)n3nc(OC(=O)c4cccs4)cc3N)cc2)cc1
    9	2.3	-0.2	1	-2	.	93	.	2	-2
> Cc1cc(=O)oc(C)c1C(=O)NCC1COc2ccccc2O1 (configuration not stated)
    -3	1.6	0.5	0.9	7	11	103	95	-7	-2
> CCOC(=O)c1cc(-c2ccc(Cl)cc2)nc2c1c(=O)[nH]c(=O)n2CCOC
    13	3.1	-0.5	1	-2	-2	88	102	2	-5
